# Assay outcomes: PubChem BioAssay, Southern Research Specialized Biocontainment Screening Center
# Salmonella PhoP GFP: Inhibition of PhoP regulon, Salmonella typhi GFP reporter cells, confirmation, 4 h (AID 1850) | Salmonella Typhi PhoP-promoter GFP reporter, fluorescence, 4 h; higher % means a stronger effect | inhibition, % at 50 µM; hits with a dose series show IC50 in µM | 0.33% of 310,000 active; in the data active means a potency from the dose series; inconclusive means inhibition mostly from about 25% at the one dose, without a potency; inactive means the rest, 99 in 100 with inhibition below about 19%;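 further: 0% = induced wells with vehicle and 100% = uninduced wells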
# inhibitors of VEEV: inhibitors of VEEV TC-83 cytopathic effect, confirmation, Vero cells (AID 588727); inhibition, % at 20 µM; hits with a dose series show IC50 in µM; 0.13% of 350,000 active; Vero cells, VEEV TC-83 cytopathic effect inhibition; higher % means a stronger effect; in the data active means a potency from the dose series; inconclusive means inhibition mostly from about 14% at the one dose, without a potency; inactive means the rest, 99 in 100 with inhibition below about 12%; further: strong numbers were not always called active
# tuberculosis growth: growth inhibition of non-replicating M. tuberculosis (AID 488890) | Mycobacterium tuberculosis non-replicating, growth inhibition; higher % means a stronger effect | inhibition, % at 25 µM; hits with a dose series show IC50 in µM | 0.39% of 320,000 active; in the data active means a potency from the dose series; inconclusive means inhibition mostly from about 82% at the one dose, without a potency; inactive means the rest, 99 in 100 with inhibition below about 76%;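 further: plate controls were DMSO cells for no effect and high antibiotic wells for full effect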
# influenza NS1A: H1N1 influenza NS1A inhibitors, functional cell based assay (AID 504329) | NS1A functional cell-based assay, percent inhibition; higher % means a stronger effect | inhibition, % at 12.5 µM, or IC50 in µM where a hit was titrated | 0.3% of 340,000 active; in the data active means a potency from the dose series; inconclusive means inhibition above about 27% without an active follow-up result; further: strong numbers were not always called active
# M. tuberculosis HTS: M. tuberculosis growth inhibition, HTS (AID 449762). 0.59% of 330,000 active. M. tuberculosis H37Rv growth inhibition, 7H9 media; higher % means a stronger effect. inhibition, % at 25 µM; hits with a dose series show IC50 in µM; in the data active means a potency from the dose series; inconclusive means inhibition above about 70% without an active follow-up result;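 further: bacterial growth assessed after seven days of incubation; strong numbers were not always called active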
# * hit, by the source's call; i = inactive; ? = inconclusive; · = no result given.
SMILES,Salmonella PhoP GFP,inhibitors of VEEV,tuberculosis growth,influenza NS1A,M. tuberculosis HTS
COc1ccc(NC(=S)N2CCCC(c3nc4ccc(C)cc4[nH]3)C2)cc1 (stereo not given),-1%,2.9%,6%,11%,-3%
COc1ccc(CCCC(=O)NC2CCCCC2)cc1,5%,i,28%,-10%,-5%
CCOc1cc(C(=S)N2CCOCC2)ccc1OC(=O)c1ccccc1,-6%,i,14%,2%,-5%
FC(F)(F)c1cccc(Oc2cc(C(F)(F)F)nc(-c3ccccn3)n2)c1,1%,2.7%,33%,1%,-13%
S=C(Nc1ccc2c(c1)OCO2)N1CCCC1,-4%,0.8%,-1%,-12%,-2%
Cc1ccc(C(=O)COC(=O)c2cnccn2)cc1[N+](=O)[O-],9%,0.8%,14%,-2%,-7%
CCCC(=O)n1nc(-c2ccccc2)nc1N,-5%,2.2%,-3%,-3%,-4%
COC(=O)c1ccc(C(=O)OC)c(-n2c(=O)c3ccccc3c3ccccc3c2=O)c1,3%,0.3%,20%,3%,-5%
CCOc1ccccc1NC(=O)C1CCN(c2ccc(S(=O)(=O)N3CCCC3)cc2)CC1,1%,4.7%,-10%,75%,7%
O=C(O)c1ccc2oc(SCC(=O)N3CCCCC3)nc2c1,-7%,1.7%,-13%,3%,-8%
Cc1ccc(C2CC(c3cccc(NS(C)(=O)=O)c3)=NN2S(C)(=O)=O)cc1 (stereo not given),-6%,0.3%,0%,11%,-4%
CCOC(=O)Cc1csc(NC(=O)CSc2nc(=O)[nH]c3c2CCCC3)n1,2%,1.7%,-4%,-12%,4%
CSCCC(NC(=O)c1ccc([N+](=O)[O-])cc1Cl)C(=O)OCC(=O)N(C)C (stereo not given),-1%,i,-7%,18%,4%
Cc1nc2c(-c3ccccc3)c(C)nn2c(C)c1CCC(=O)N1CCC2(CC1)OCCO2,-11%,1.1%,18%,-1%,9%
CN(C)S(=O)(=O)c1ccc(-c2csnn2)s1,-3%,0.3%,·,1%,-9%
CCN1CCCC1CN(Cc1cc2ccc(C)c(C)c2[nH]c1=O)C(=O)Nc1ccccc1OC (stereo not given),-2%,5.0%,52%,-1%,4%
CCOc1ccc(N2C(=O)C3C4C=CC(CC4)C3C2=O)c([N+](=O)[O-])c1 (stereo not given),6%,1.7%,16%,5%,-2%
Nc1cc(N)nc(SCC(=O)Nc2ccc3c(c2)OCCCO3)n1,3%,1.9%,4%,-9%,3%
COc1ccc(NC2CCCN(C(=O)CCOc3ccccc3)C2)cc1 (stereo not given),-6%,i,29%,8%,6%
Cc1cn(C2CC(O)C(CO)O2)c(=O)n(Cc2ccccc2)c1=O (stereo not given),·,1.0%,·,-20%,·
CCN(CC)CCN(C(=O)c1ccc(S(=O)(=O)N2CCCCC2)cc1)c1nc2cc3c(cc2s1)OCO3,-5%,0.4%,30%,-1%,1%
Cc1c(C(=O)NC2CCCCC2)oc2ccccc12,-8%,i,54%,-2%,3%
COc1cc2ccccc2cc1C(=O)N1CCCC1,3%,6.7%,7%,-5%,-13%
O=C(CS(=O)(=O)Cc1ccccc1)Nc1nnc(C(F)(F)F)s1,7%,0.8%,12%,5%,?
OCc1cn(-c2ccc(Cl)cc2)nn1,-10%,1.5%,0%,4%,-1%

# Profiles, quoted from the list. Order of screens: Salmonella PhoP GFP	inhibitors of VEEV	tuberculosis growth	influenza NS1A	M. tuberculosis HTS
# FC(F)(F)c1cccc(Oc2cc(C(F)(F)F)nc(-c3ccccn3)n2)c1 in the list: 1%	2.7%	33%	1%	-13%
# CCOC(=O)Cc1csc(NC(=O)CSc2nc(=O)[nH]c3c2CCCC3)n1 in the list: 2%	1.7%	-4%	-12%	4%
# COC(=O)c1ccc(C(=O)OC)c(-n2c(=O)c3ccccc3c3ccccc3c2=O)c1 in the list: 3%	0.3%	20%	3%	-5%
# Cc1ccc(C2CC(c3cccc(NS(C)(=O)=O)c3)=NN2S(C)(=O)=O)cc1 (stereo not given) in the list: -6%	0.3%	0%	11%	-4%
# OCc1cn(-c2ccc(Cl)cc2)nn1 in the list: -10%	1.5%	0%	4%	-1%

# Next section:
SMILES,Salmonella PhoP GFP,inhibitors of VEEV,tuberculosis growth,influenza NS1A,M. tuberculosis HTS
Cc1nc2ccccc2c(=O)n1NC(=O)/C=C/c1ccccc1Cl,-3%,7.3%,-46%,-37%,-1%
O=C(O)c1ccc2c(c1)nnn2C1CCCCC1,-6%,i,5%,6%,4%
CCc1nc2ccc(C(=O)N3CCN(CC)CC3)cc2nc1CC,3%,i,-14%,-5%,4%
Clc1ccc(Cl)c(-c2nc(-c3ccncc3)no2)c1,1%,2.8%,-31%,-12%,2%
Cc1nc2c(C)cccc2cc1C(=O)N/N=C/c1ccc(C(=O)O)cc1,8%,3.7%,53%,·,15%
O=S(=O)(NCc1ccc2c(c1)OCO2)c1c(F)cc(F)cc1Br,5%,1.2%,16%,-1%,7%
Cc1c(C)n(C(=O)CSc2nncn2C)c2ccccc12,11%,0.2%,4%,1%,2%
COc1cccc(NC(=O)CN(C)C(=O)c2cc3c(s2)CCC(C)C3)c1 (stereo not given),-3%,3.0%,13%,-2%,-2%
COc1ccc2cc(-c3csc(-c4cccnc4)n3)ccc2c1,7%,2.2%,-5%,-4%,2%
CCNC(=O)C(=O)c1c(-c2ccccc2)[nH]c2ccccc12,-6%,1.0%,0%,-7%,-5%
O=C(NCCOc1ccccc1)c1ccc2c(c1)OCO2,-3%,i,-7%,-2%,10%
Cc1cccc(OCC(=O)Nc2nonc2NC(=O)COc2cccc(C)c2)c1,37%,1.9%,48%,-7%,7%
CC(=O)n1nc(-c2ccccc2)nc1NCc1cccs1,10%,3.0%,0%,5%,-1%
COc1ccc(N2CCN(C(=O)COC(=O)c3ccc(Cl)nc3)CC2)cc1,·,0.2%,70%,2%,3%
Cc1cc(OCC(=O)OCC(=O)NCc2cccs2)ccc1Cl,·,5.2%,21%,-2%,2%
C=CCN1C(=O)N(c2ccc(F)cc2)C(=O)C1CC(=O)Nc1ccc(Cl)cc1 (stereo not given),3%,0.3%,14%,-14%,-1%
COCc1cc(=O)[nH]c(SCCS(=O)(=O)c2ccc(Cl)cc2Cl)n1,5%,1.4%,?,10%,-5%
O=C(N/N=C\c1ccc(OC(=O)c2cccs2)cc1)c1ccc(Cl)cc1,10%,0.4%,·,27%,5%
COc1ccc(NC(=O)CSc2ccc(-c3sc(C)nc3C)nn2)cc1,-2%,1.1%,10%,-3%,-3%
CCOC1(OCC)N=C(N)C2(C#N)C(c3cccc(OC)c3OC)C12C#N (stereo not given),12%,1.6%,-12%,-21%,11%
Cc1cccc(-n2ncc3c(NC(C)C)ncnc32)c1,·,6.8%,·,8%,2%
COc1cc2c(cc1OC)C(C1c3cc4c(cc3CCN1C)OCO4)OC2=O (stereo not given),3%,0.6%,-1%,-4%,-8%
Cc1ccc2c(Cl)cc(Cl)c(OCC(=O)N3CCOCC3)c2n1,·,1.7%,-8%,-15%,-4%
CCN(CC)S(=O)(=O)c1cccc(C(=O)NCC(=O)OCC(=O)NCc2ccccc2)c1,-21%,6.8%,-6%,0%,-9%
CCCNC(=S)NC1CC2CCCC(C1)N2CC(C)C (stereo not given),-9%,1.7%,-3%,-8%,0%
# Other compounds:
SMILES,Salmonella PhoP GFP,inhibitors of VEEV,tuberculosis growth,influenza NS1A,M. tuberculosis HTS
NC(=O)c1c(N)sc2c1CCCCC2,-2%,6.3%,21%,-13%,0%
Cc1ccc(-n2c(O)c(C=NCCC3=CCCCC3)c(=O)[nH]c2=O)cc1,-1%,2.0%,12%,-13%,3%
COCCC1CCCCN1C(=O)c1ccc(OC2CCN(C(C)=O)CC2)c(OC)c1 (stereo not given),2%,2.6%,-4%,2%,3%
Cc1ccc(SCCc2ccc(C)nc2)cc1,-4%,i,56%,-7%,5%
O=C(Nn1c(-c2ccncc2)nc2ccccc2c1=O)c1ccc([N+](=O)[O-])cc1Cl,6%,0.5%,-5%,0%,-5%
CCOc1ccc(NC(=O)CCNc2c(N3CCCC3)c(=O)c2=O)cc1,4%,0.3%,-19%,-4%,-5%
N#C/C(=C(/O)Cc1ccccc1)P(=O)(c1ccccc1)c1ccccc1,7%,i,14%,-25%,-1%
COC(=O)C1=C(c2c(C)noc2C)C[C@@H]2CC[C@H]1N2C(=O)N1CCC(C)CC1,·,0.1%,-7%,-4%,-12%
Cc1ccc(-n2c(C)nnc2SCC(=O)NNC(=O)c2ccco2)cc1,-1%,0.3%,-4%,7%,2%
Cc1ccccc1OCCOC(=O)c1cc(S(=O)(=O)N2CCCCC2)ccc1N1CCOCC1,·,5.6%,7%,-1%,-7%
CC(Cc1cccs1)NC(=O)Nc1ccc(Cl)c(Cl)c1 (stereo not given),-10%,1.4%,38%,6%,?
COC1=CC(=O)[C@]2(C=C1OC)OC[C@@H]1Oc3c(ccc4c3C=CC(C)(C)O4)C(=O)[C@@H]12,·,·,7%,·,1%
Cc1cc(NC(=O)NC(=O)c2ccc(F)cc2F)n[nH]1,2%,1.1%,-4%,-22%,-2%
Cc1ccc(C)c2c1cc(C)c1nnc(SCc3ccccn3)n12,1%,2.6%,5%,-10%,11%
CCN(CC)c1ccc(-c2nnc(SCC(=O)Nc3ccccc3C#N)n2-c2ccccc2)cc1,0%,7.0%,·,-10%,-1%
Cc1ccc(C)c(N2CCN(C(=O)c3ccc(CS(=O)Cc4cccc(Cl)c4)o3)CC2)c1 (stereo not given),1%,6.8%,29%,0%,8%
O=C1CC2(CCN(C(=O)c3ccccc3Cl)CC2)Oc2ccccc21,0%,0.3%,5%,-21%,2%
CN(CC(=O)Nc1ccc(F)cc1)C(=O)c1cn(-c2ccccc2)nc1-c1cccs1,·,9.1%,38%,-12%,0%
CC1=C(C(=O)Nc2cccc(C(=O)NC3CCCCC3C)c2)SCCO1 (stereo not given),0%,2.5%,5%,-6%,3%
CCCCCOc1ccc(N2C(=O)C(C)CNC2=S)cc1 (stereo not given),-4%,·,-15%,·,-7%
C/C(=N\NC(=O)CNC(=O)C(c1ccccc1)c1ccccc1)c1ccccc1,-5%,3.7%,24%,2%,5%
COC(=O)C1CC(c2ccc(Cl)cc2)=NO1 (stereo not given),-7%,0.5%,·,8%,0%
CCCCCC(=O)NC(Cc1ccc(OC)c([N+](=O)[O-])c1)C(=O)O (stereo not given),2%,1.1%,-5%,-12%,8%
CCCCN(C)C(=O)c1ccc2c(c1)N(CC)C(=O)c1ccccc1S2=O (stereo not given),8%,i,-8%,-3%,-7%
CN(C)S(=O)(=O)c1ccc(C(=O)OC2CCOC2=O)cc1 (stereo not given),-1%,0.6%,-4%,4%,5%

# Laid out differently: results already given
SMILES: CCOc1ccc(NC(=O)CCNc2c(N3CCCC3)c(=O)c2=O)cc1
- Salmonella PhoP GFP = 4%
- inhibitors of VEEV = 0.3%
- tuberculosis growth = -19%
- influenza NS1A = -4%
- M. tuberculosis HTS = -5%
SMILES: N#C/C(=C(/O)Cc1ccccc1)P(=O)(c1ccccc1)c1ccccc1
- Salmonella PhoP GFP = 7%
- inhibitors of VEEV = i
- tuberculosis growth = 14%
- influenza NS1A = -25%
- M. tuberculosis HTS = -1%

# Next part.
SMILES,Salmonella PhoP GFP,inhibitors of VEEV,tuberculosis growth,influenza NS1A,M. tuberculosis HTS
Cc1ccc(S(=O)(=O)CCC(=O)OCC(=O)NCCc2ccc(S(N)(=O)=O)cc2)cc1,·,0.6%,1%,-6%,5%
CCC1(c2ccccc2)NC(=O)N(Cc2ccc(C(=O)OC)cc2)C1=O (stereo not given),13%,1.2%,21%,-6%,-10%
CN(C)c1ccnc(Oc2ccc(Cl)cc2)c1C#N,-11%,i,-4%,4%,-5%
COc1ccc(-c2csc3ncnc(N4CCN(S(=O)(=O)c5cccc(Br)c5)CC4)c23)cc1,-9%,4.6%,-8%,2%,4%
CCOc1ccc(NC(=O)C2C3CC/C=C\CCC32)cc1 (stereo not given),7%,1.1%,-12%,-3%,-5%
COC(=O)c1ccc(-c2ccco2)n1Cc1nc(-c2ccc(OC)c(OC)c2)oc1C,-3%,5.8%,24%,8%,4%
O=[N+]([O-])c1cccnc1Sc1ccc(Br)cc1,2%,7.9%,53%,1%,16%
Cc1nn(C(C)C(=O)NC2CCC(C)CC2)c(=O)c2nn(-c3ccccc3)c(C)c12 (stereo not given),-5%,0.6%,13%,6%,4%
O=C(CN1CCN(C(=O)c2ccco2)CC1)Nc1cccc([N+](=O)[O-])c1,13%,1.1%,-6%,-4%,2%
O=C(Nc1cccc(C(F)(F)F)c1)OCCN1CCN(Cc2ccccc2)CCC1=O,-5%,i,19%,2%,-1%
